Screening results as filed in PubChem BioAssay.
rat GALR2 ag = agonists of rat galanin receptor 2 (GALR2); cell-based GALR2 agonist screen; activation, % at 10 µM; 0.5% of 16,000 active; in the data active = activation above about 15%
Target sequence (O08726 whole entry, looked up): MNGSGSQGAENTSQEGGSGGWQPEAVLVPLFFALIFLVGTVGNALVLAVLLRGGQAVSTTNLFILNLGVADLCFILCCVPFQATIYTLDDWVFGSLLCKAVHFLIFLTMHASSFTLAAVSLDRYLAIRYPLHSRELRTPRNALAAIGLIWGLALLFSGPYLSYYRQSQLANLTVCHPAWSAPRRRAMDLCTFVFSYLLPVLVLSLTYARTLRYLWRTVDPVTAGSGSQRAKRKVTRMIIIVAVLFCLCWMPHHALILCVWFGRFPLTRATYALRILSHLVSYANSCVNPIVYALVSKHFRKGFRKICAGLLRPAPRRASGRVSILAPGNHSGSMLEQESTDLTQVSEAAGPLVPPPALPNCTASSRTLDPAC
TLR4 MyD88 blk = inhibitors of human TLR4-MyD88 binding. inhibition, % at 10 µM. Cell-based TLR4-MyD88 binding inhibition assay. 0.06% of 16,000 active; in the data active = inhibition above about 45%
NOTCH agonist = NOTCH pathway agonism; NOTCH signaling luciferase reporter cells, luminescence; activation, % at 2.5 µM; 0.4% of 15,000 active; in the data active = activation above about 2.2%
S1P1 agonist = activates the human S1P1 receptor; S1P1 agonist cell-based reporter assay; activation, % at 4.5 µM; 1.5% of 16,000 active; AID 1044; in the data active = activation above about 80%
OPRK1 antag MB = OPRK1 (human) antagonism, Maybridge screen; OPRK1 cells, antagonist mode, fluorescence readout; 0.4% of 16,000 active; P41145; inhibition, % at 9 µM; in the data active = inhibition above about 50%
luminol inh ctr = quenches luminol chemiluminescence in Nox1 counter-screen; inhibition, % at 6.7 µM; 0.4% of 16,000 active; HRP/luminol/H2O2 chemiluminescence counterscreen; note: reference of the scale not given here
PME-1 Maybridge = PME-1 (human) inhibition, Maybridge primary screen | AID 2291 | recombinant PME-1, FP-Rh probe fluorescence polarization | Q9Y570 | inhibition, % at 9 µM | 0.5% of 16,000 active; in the data active = inhibition above about 30%
Nox1 inh = human Nox1 inhibition. Q9Y5S8. HT29 cells, luminol chemiluminescence ROS. inhibition, % at 6.7 µM. 0.81% of 16,000 active
Target sequence (Q9Y5S8 whole entry, looked up): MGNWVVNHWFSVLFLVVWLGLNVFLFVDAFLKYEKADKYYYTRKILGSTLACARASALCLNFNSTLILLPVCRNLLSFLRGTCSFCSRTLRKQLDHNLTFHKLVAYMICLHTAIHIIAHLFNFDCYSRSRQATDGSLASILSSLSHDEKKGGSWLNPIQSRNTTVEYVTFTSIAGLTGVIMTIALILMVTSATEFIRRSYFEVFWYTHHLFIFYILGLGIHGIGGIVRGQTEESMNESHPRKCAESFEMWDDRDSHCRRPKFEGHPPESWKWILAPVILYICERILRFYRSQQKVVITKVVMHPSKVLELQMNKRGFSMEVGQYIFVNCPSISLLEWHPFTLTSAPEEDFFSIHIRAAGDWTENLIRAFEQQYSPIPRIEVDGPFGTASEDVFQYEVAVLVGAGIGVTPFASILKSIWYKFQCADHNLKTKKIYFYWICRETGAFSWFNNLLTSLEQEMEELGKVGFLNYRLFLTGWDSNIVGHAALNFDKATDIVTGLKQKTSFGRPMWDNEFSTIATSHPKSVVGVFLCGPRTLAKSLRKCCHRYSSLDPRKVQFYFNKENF
Numbers without * were called inactive; . = not tested or not shown. Cut-off read from the data, not from the text of the source, unless noted: active = inhibition above about 75%; inactive = the rest.

SMILES,luminol inh ctr,TLR4 MyD88 blk,OPRK1 antag MB,S1P1 agonist,rat GALR2 ag,Nox1 inh,NOTCH agonist,PME-1 Maybridge
c1csc(C2CC3(CS2)Nc2ccccc2S3)c1 (stereo unspecified),-2,-5,3,-4,-8,68,0.8,6
Cc1cc(NC(=O)CN2CCOCC2)n(-c2ccccc2)n1,-6,-7,-2,9,137*,9,-0.3,7
C=CCn1c2ccccc2c2nn(C)c(=S)nc21,-3,3,3,-42,-5,21,0.1,6
Cc1cc(-c2onc(C)c2C(=O)O/N=C(\N)c2cccc(C(F)(F)F)c2)no1,1,21,20,-8,-9,-86,-0.7,-3
CCOC(=O)c1sc(SC)c(C#N)c1N,0,-1,1,-15,-5,-58,-0.9,1
CN1CCN(c2ccc(CNC(=O)c3ccco3)cc2)CC1,-2,5,9,3,-1,-9,-0.1,1
N#C/C(=C\Nc1ccc(F)c(Cl)c1)S(=O)(=O)c1ccccn1,-5,-19,-7,0,-3,15,-0.2,6
CS(=O)(=O)Nc1ccc2[nH]cc(C#N)c2c1,0,4,-8,0,-6,-57,-0.8,-1

Grouped by structure, the entries above with four or more nitrogen atoms.
SMILES,luminol inh ctr,TLR4 MyD88 blk,OPRK1 antag MB,S1P1 agonist,rat GALR2 ag,Nox1 inh,NOTCH agonist,PME-1 Maybridge
Cc1cc(NC(=O)CN2CCOCC2)n(-c2ccccc2)n1,-6,-7,-2,9,137*,9,-0.3,7
C=CCn1c2ccccc2c2nn(C)c(=S)nc21,-3,3,3,-42,-5,21,0.1,6
Cc1cc(-c2onc(C)c2C(=O)O/N=C(\N)c2cccc(C(F)(F)F)c2)no1,1,21,20,-8,-9,-86,-0.7,-3

Next part
SMILES,luminol inh ctr,TLR4 MyD88 blk,OPRK1 antag MB,S1P1 agonist,rat GALR2 ag,Nox1 inh,NOTCH agonist,PME-1 Maybridge
O=S(=O)(c1ccc(Cl)cc1)n1nccc1/C=C/c1cccs1,2,1,-8,-2,-9,-19,0.1,-7
CC1=C(C#N)S(=O)(=O)C(C#N)C(c2cccc(C(F)(F)F)c2)C1 (stereo unspecified),1,-4,6,1,-5,-98,-0.3,-2
Nc1oncc1-c1ccccn1,1,-3,23,4,-4,-47,-0.4,-2
CSC1=NCCCN1C(=O)c1ccccc1I,-2,-4,8,-7,-5,1,-0.2,-3
c1ccc2c(c1)ccn1nnnc21,2,8,4,-9,-7,-44,-0.3,4
CCOC(=O)Cc1csc(NS(=O)(=O)c2ccccc2)n1,-1,-3,0,3,-7,15,-0.4,1
Cc1ccc(C(=O)Cc2nnc(-c3ccccc3)[nH]c2=O)cc1,-1,13,16,-16,2,-58,-0.7,0
COC(=O)c1ccccc1NC(=O)/C(C#N)=C\c1c(F)cccc1Cl,-5,-8,12,4,3,32,-0.1,-7
COc1cccc(C(=O)c2sc3nsc(SCc4ccc(F)cc4)c3c2N)c1,9,.,82*,51,-16,-61,-0.3,-6
C=CCNC(=S)N1CCN(C(=S)NCC=C)CC1,-6,-1,7,13,0,14,-0.2,7
O=C(OCCOc1ccc(Cl)cc1Cl)c1ccccc1Cl,-4,4,15,24,-4,10,-1.3,-58
COc1cc(C(=O)NC2CC(C)CC(C)(C)C2)cc(OC)c1OC (stereo unspecified),2,5,-29,109*,-2,-65,-0.7,0
O=C(CSc1cccc(C(F)(F)F)c1)N1CCC(C(F)(F)F)CC1,2,2,9,8,-5,-46,-0.1,0
CC1(C)CC(=O)C2=C(C1)Nc1ccccc1S2,2,-7,-3,8,-4,44,-0.1,4
CCOC(=O)N/N=C(C)/C(C)=N/NC(=O)OCC,-8,4,11,9,-5,20,0.0,7
CCN(CC)C(=O)c1cc(O)cc(O)c1,27,-3,5,-13,-3,-26,0.4,3
Cc1ccc(S(=O)(=O)N/N=C/c2ccc(-c3cccc([N+](=O)[O-])c3)o2)cc1,5,3,10,-10,-8,5,-0.5,3
COc1ccc(CC(=O)Nc2ccc(-c3cnco3)cc2)cc1OC,-1,6,8,2,-5,-9,0.0,-2
CCOC(=O)c1cc(C(=O)OC)c(C)nc1N1CCCN(Cc2ccc(F)cc2)CC1,1,7,-8,6,-3,-10,0.1,6
Cn1c(C(=O)N/N=C/c2cccs2)cnc1SCc1ccc(Cl)cc1,-6,4,13,62,-3,26,-0.3,4
CCCS(=O)(=O)c1cscc1NC=C(C(=O)OCC)C(=O)OCC,-3,0,-21,-2,-2,-13,0.3,2
Cc1nnsc1C(=O)N1CCN(C2c3ccccc3-c3ccccc32)CC1,-1,.,0,0,-6,-40,0.0,2
CSc1n[nH]c(N)c1S(=O)(=O)C(C)C,-2,9,9,-15,-3,-43,-0.7,0
O=c1[nH]nc(SCc2ccc(Cl)cc2)n1C1CC2C=CC1C2 (stereo unspecified),-5,-2,0,-25,-4,-3,-5.2,5
CC(C)(C)c1ccc(NC(=O)C(Cl)Cl)c(Cl)c1,4,6,-12,11,-3,-18,-0.4,0
CC(=O)Nc1ccc(SC(=O)c2cc(C)n(Cc3ccc(C)cc3)n2)cc1,2,-8,-7,8,-8,8,0.2,-4
O=c1/c(=C\c2ccc(Cl)cc2)sc2nc(-c3ccc(Cl)cc3)nn12,-1,16,1,4,-4,-52,-0.1,-1
CNC(=S)N1CCc2sccc2C1c1ccc(Cl)cc1 (stereo unspecified),2,5,-3,58,-5,-17,0.2,12
CCOC(=O)Nc1nc2ccc(C)cc2[nH]1,-5,-1,-2,6,-6,0,-0.7,4
Cc1cc(Oc2ccc(C(F)(F)F)cc2NS(C)(=O)=O)cc(C)c1Cl,1,0,6,-19,-3,-51,-0.1,-3
Cc1csc(SCC(=O)NNC(=O)c2c(F)cccc2Cl)n1,2,8,0,-5,-5,-55,-0.8,-3
CCOC(=O)c1cc(C(C)(C)C)n(CCSC)c1C,-1,2,-13,37,-7,-37,-0.2,1

A draw from above in order of formula weight, rising.
SMILES,luminol inh ctr,TLR4 MyD88 blk,OPRK1 antag MB,S1P1 agonist,rat GALR2 ag,Nox1 inh,NOTCH agonist,PME-1 Maybridge
CCOC(=O)Nc1nc2ccc(C)cc2[nH]1,-5,-1,-2,6,-6,0,-0.7,4
CC(C)(C)c1ccc(NC(=O)C(Cl)Cl)c(Cl)c1,4,6,-12,11,-3,-18,-0.4,0
CNC(=S)N1CCc2sccc2C1c1ccc(Cl)cc1 (stereo unspecified),2,5,-3,58,-5,-17,0.2,12

Continued:
SMILES,luminol inh ctr,TLR4 MyD88 blk,OPRK1 antag MB,S1P1 agonist,rat GALR2 ag,Nox1 inh,NOTCH agonist,PME-1 Maybridge
C/C(=N\Nc1ccccc1)c1csc(-c2ccc(OCC(F)(F)F)nc2)n1,-8,-3,-1,39,0,2,0.2,9
Cc1ccc(S(=O)(=O)NC(=O)N2CCCN(c3nccc(C(F)(F)F)n3)CC2)cc1,-7,-2,8,13,-3,24,-0.2,7
COc1ccc(C(=O)COc2ccc(C)cc2NC(C)=O)cc1,1,-4,11,27,-2,-25,-0.2,-5
Cc1csc2nc(CN3CCOCC3)[nH]c(=O)c12,-2,5,2,-18,-5,-71,-1.0,-1
Cc1ccc(S(=O)(=O)NC(=O)NCCc2cccs2)cc1,0,10,9,-9,-7,-39,-0.7,5
O=C(Cn1nnc2ccccc21)NC1Cc2ccccc2C1,-7,6,-5,11,-6,22,-0.8,5
CC(C)N(Cc1ccccc1)S(=O)(=O)c1ccc2c(c1)CCO2,-1,-1,7,15,-8,3,-0.5,1
S=C1NC2(CCCCCC2)NN1c1ccccc1,4,-1,3,1,-4,4,0.0,3
O=S(=O)(NCCSCc1csc2ccc(Cl)cc12)c1ccc(Cl)cc1,4,16,-23,90*,-5,-48,-0.8,25
FC(F)(F)c1ccccc1-c1nnc(-c2sccc2Cl)o1,-6,1,-16,61,-6,16,-0.3,2
O=c1cc(O)c2sccc2[nH]1,-2,-7,-10,0,-5,13,-0.6,3
CC(=O)N(C(C)=O)c1ccc2c3c(cccc13)CC2,0,4,-18,-4,-4,-132,-0.1,2
CCOC(=O)c1[nH]c2c(c1C)CCCC2,-2,5,17,3,-2,15,-0.5,9
COC(=O)c1cccc2cccc(I)c12,-1,5,-7,-7,-5,-30,-6.0,5
Cc1c(C)c(C)c(CSCC(=O)NNC(=S)NCc2ccco2)c(C)c1C,3,-2,-13,-16,-6,-39,-0.3,0
CS/C(=N\S(=O)(=O)c1ccccc1)NNc1ccccc1,3,-2,-12,6,-3,-26,-0.3,2
CCCS(=O)(=O)Cc1nnc(-c2ccc(C(C)(C)C)cc2)o1,-3,1,-6,0,-4,-13,0.0,4
COc1ccc(-c2ccnc(SCC(=O)N3CCOCC3)n2)cc1,3,-8,-2,-14,-7,-43,-0.1,1
COc1cc(-c2n[nH]c(=S)n2C2CCCCC2)cc(OC)c1OC,87*,-13,-5,-13,-7,19,-0.4,2
O=C(Oc1ccccc1N1CCCCC1)c1ccco1,8,4,1,-14,-6,83*,-5.5,-2
N#Cc1c(Cl)cccc1Oc1ccc(S(=O)(=O)Nc2ccc(N3CCCCC3)cc2)cc1,2,8,6,1,-7,-28,-0.3,0
O=S(=O)(c1cccs1)c1cccs1,2,3,-4,-1,-9,-8,0.7,-4
Cc1onc(-c2ccccc2Cl)c1C(=O)Nc1ccc(S(=O)(=O)Nc2nccs2)cc1,2,-3,-9,-1,-10,-3,-0.1,0
CCOC(=O)c1sc2ccccc2c1N,0,4,-23,-25,-8,-25,-0.5,2
C/C(=N\N=C(/C)c1ccccc1)c1ccccc1,-5,-3,12,3,-4,-2,-0.1,12
N#Cc1ccc(NC(=O)COCC(=O)O)cc1,-5,-6,3,-6,-5,17,-0.7,5
CC(=O)Nc1c(-c2ccccc2)oc2ccccc2c1=O,4,0,-30,-23,-11,-30,.,7
CN(C)NC(=O)c1ccc([N+](=O)[O-])s1,7,.,10,-3,-7,-36,-0.2,1
COc1ccc(CCNc2cc(C)nc(N)n2)cc1OC,0,-2,21,-8,-7,4,-0.2,0
Cc1ccc(OCC2SCCN2C(=O)c2c(Cl)cccc2Cl)c([N+](=O)[O-])c1 (stereo unspecified),-1,-8,-33,18,-5,9,-0.9,3
CCOC(=O)/C(C#N)=C/Nc1nnc(SCC#N)s1,-1,-1,-6,1,-6,12,-0.8,4
O=C(CC(=O)c1cccnc1)c1cccnc1,17,4,13,0,-2,14,-0.8,6

2 entries drawn at random from those above:
SMILES,luminol inh ctr,TLR4 MyD88 blk,OPRK1 antag MB,S1P1 agonist,rat GALR2 ag,Nox1 inh,NOTCH agonist,PME-1 Maybridge
O=C(CC(=O)c1cccnc1)c1cccnc1,17,4,13,0,-2,14,-0.8,6
CN(C)NC(=O)c1ccc([N+](=O)[O-])s1,7,.,10,-3,-7,-36,-0.2,1

The listing continues:
SMILES,luminol inh ctr,TLR4 MyD88 blk,OPRK1 antag MB,S1P1 agonist,rat GALR2 ag,Nox1 inh,NOTCH agonist,PME-1 Maybridge
O=C(NNC(=S)Nc1cc(Cl)ccc1Cl)C(O)(c1ccccc1)c1ccccc1,7,-13,-13,69,-8,11,-0.6,7
Cc1ccc(-n2sc(=O)n(Cc3ccc(F)cc3)c2=O)cc1,4,3,-8,42,-9,8,0.2,-3
CC(=O)Nc1cccc(F)c1/C(N)=N/OC(C)=O,1,1,-5,-9,-8,-61,-0.3,0
O=C(Nc1[nH]c2cc([N+](=O)[O-])ccc2c1-c1ccccc1)c1cccs1,3,-1,1,74,-4,-46,-0.4,4
CCOC(=O)C(=CNc1ccc(N2CCOCC2)cc1)C(=O)OCC,2,8,8,27,-7,-22,-1.1,-7
Cc1cc(C(F)(F)F)cc(NNC(=O)Nc2ccc(Cl)cc2Cl)n1,-1,4,0,-24,-4,-45,-0.6,1
CC(C)(CCOC(=O)c1ccc([N+](=O)[O-])o1)Nc1ccc(C(F)(F)F)cc1[N+](=O)[O-],-2,-3,10,-4,-3,-32,-0.2,1
C=CCn1c(SCC(=O)NN2CC(=O)N(c3ccccc3)CC2=O)nnc1-c1cccs1,3,1,-1,1,-3,-37,-0.5,-5
c1ccc(Nc2nc3c(s2)CCCC3)cc1,-3,-4,-6,2,-5,-5,0.3,7
O=C(NCCN1CCN(c2nccc(C(F)(F)F)n2)CC1)c1ccccc1,2,5,-6,-1,-4,-52,-0.4,-1
CCn1nc(C)cc1-c1nnc(SCC(=O)Nc2ccccc2)n1CCCOC,2,-7,-7,-6,-7,-13,-0.4,-1
COC(=O)c1cscc1NC(=O)CC(CC(=O)O)c1ccccc1 (stereo unspecified),-6,-6,0,-5,-6,7,-0.2,7
CSc1nncc(-c2ccc(Cl)cc2)n1,-5,-11,-20,-3,-5,14,-0.1,4
CSc1n[nH]c(NS(=O)(=O)c2cccc(C(F)(F)F)c2)c1-c1ccccn1,4,-1,0,-4,-5,-32,-0.6,-1
N#C/C(=C\c1cc(C#Cc2ccccc2)cs1)C(=O)c1cccs1,-5,-6,-2,6,-6,11,0.1,3
Cc1nc(C)c(C(=O)/C=C/N(C)C)o1,-6,-5,14,-1,-1,10,1.5,3
COc1ccc(Oc2cccc(Cl)c2CNC(=O)CC(C)(C)CC(=O)O)cc1,-4,2,-6,5,-6,-16,0.1,0
